DT40 TDP1 no CPT: qHTS for Inhibitors of human tyrosyl-DNA phosphodiesterase 1 (TDP1): qHTS in cells in absence of CPT; DT40 Tdp1-/- hTDP1 cells, no CPT, ATP luminescence, 48 h; Potency, µM (titrated, usually from 46.2 µM), without a hit: at the highest dose activity change, negative = growth inhibition, actives largely listed as inhibitors; 420,000 tested, 15% active; AID 686978, 2013; also: nearly all actives have a fitted effect of over 55% in size
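Readout: luminescence from CellTiter-Glo after 30 min in the dark at RT. Cells: DT40 Tdp1-/- with stable hTDP1, 400/well. Exposure: compounds alone, ≥48 hr, 37 °C.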
TDP1 block: TDP1 (human) enzyme inhibition; Q9NUW8; recombinant TDP1, AlphaScreen DNA substrate cleavage; Potency, µM (top dose mostly 130 µM), without a hit: top-dose activity change, negative = inhibition, usual class: inhibitors; 350,000 tested, 0.28% active; AID 485290; also: nearly all actives have a fitted effect of over 40% in size
Target sequence (Q9NUW8 whole entry, looked up): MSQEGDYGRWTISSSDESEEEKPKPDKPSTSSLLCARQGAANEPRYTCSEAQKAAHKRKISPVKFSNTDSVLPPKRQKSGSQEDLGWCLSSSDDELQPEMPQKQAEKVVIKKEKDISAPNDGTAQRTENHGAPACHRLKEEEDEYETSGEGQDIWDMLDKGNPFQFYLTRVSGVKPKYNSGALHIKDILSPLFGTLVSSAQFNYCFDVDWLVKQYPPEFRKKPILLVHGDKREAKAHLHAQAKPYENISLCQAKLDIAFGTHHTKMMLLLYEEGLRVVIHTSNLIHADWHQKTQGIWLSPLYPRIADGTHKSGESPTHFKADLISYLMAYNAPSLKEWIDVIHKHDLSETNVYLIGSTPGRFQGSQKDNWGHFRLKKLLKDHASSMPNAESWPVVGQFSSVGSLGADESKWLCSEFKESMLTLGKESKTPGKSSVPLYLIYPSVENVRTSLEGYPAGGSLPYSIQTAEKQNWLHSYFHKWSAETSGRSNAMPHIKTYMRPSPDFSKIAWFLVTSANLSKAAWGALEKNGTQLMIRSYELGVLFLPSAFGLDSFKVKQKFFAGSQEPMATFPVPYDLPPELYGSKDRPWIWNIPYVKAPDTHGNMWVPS
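AlphaScreen read-out: signal falls as enzyme removes the 3' tyrosine-FITC from a 5'-biotinylated DNA oligo (15 nM, 5 min, RT). Enzyme was E. coli-made recombinant Tdp1 at 1 nM, exposed to compound for 15 min beforehand; beads 10 ug/ml, 10 min.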
TDP1 cell CPT: DT40-hTDP1 cell growth loss with CPT | 420,000 tested, 12% active | AID 686979 | chicken DT40 Tdp1-/-;hTDP1 cells + 20 nM CPT, ATP luminescence, 48 h | Potency, µM (highest dose often 46.2 µM), inactives show at the top dose activity change, negative = growth inhibition, usual class: inhibitors; also: nearly all actives have a fitted effect of over 55% in size
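Cell growth measured by CellTiter-Glo luminescence after a minimum 48 h, 37 C compound exposure with 20 nM CPT in Tdp1-knockout DT40 cells stably expressing hTDP1, seeded 400/well; qHTS titration format.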
Numbers without * were called inactive; u = inconclusive; x = no result given; [ ] = dose if it differs, or a comment. Calls follow the shape of the dose curve; as a rule, active = well fitted curve in the direction sought with a large enough effect; inconclusive = small, poorly fitted or top-dose-only effect, or another doubt; inactive = no such curve, though single readings can be large; an effect the other way counts as inactive or inconclusive. % is scaled to controls: 0 for no effect and ±100 for the full control effect; potency is read from the fitted curve at half-maximal effect.

item	canonical_smiles	DT40 TDP1 no CPT	TDP1 block	TDP1 cell CPT
1	CCN1CCN(c2ncnc3c2cnn3-c2cc(Cl)ccc2C)CC1	u	7.8%	u
2	CSc1nc2ccc(NS(=O)(=O)c3ccccc3F)cc2s1	-15.1%	2.7%	17.8%
3	Cc1ccc(N(CN2CCCC2=O)C(=O)c2ccc(C)c(C)c2)cc1	7.31µM*	-1.0%	8.2µM*
4	O=C1c2[nH]nc(-c3ccccc3O)c2C(c2cccc(Cl)c2)N1Cc1cccnc1 (configuration not stated)	u	4.7%	u
5	COc1ccc2[nH]c3c(=O)n4c(nc3c2c1)SCCC4	u	5.7%	-28.5%
6	COc1ccc(C(=O)NC(=S)NNC(=O)c2ccccc2O)cc1	11.6µM*	x	14.6µM*
7	O=C(O)CCCC(=O)NS(=O)(=O)c1ccc(Cl)cc1	-7.7%	4.7%	-0.2%
8	CCOC(=O)CSC1=C(C#N)C(c2ccccc2Cl)C(C(=O)OC)C(=O)N1 (configuration not stated)	-18.9%	8.2%	-9.3%
9	CCCCCCCCCCCC(=O)NC(Cc1ccc(OC)c([N+](=O)[O-])c1)C(=O)O (configuration not stated)	-1.8%	x	6.0%
10	COc1ccc(C(CCc2cc(OC)c(OC)c(OC)c2)NC(C)=O)cc1 (configuration not stated)	-14.3%	x	4.3%
11	C/C(=N\NC(=S)Nc1c(C)cccc1C)c1ccc(OC(F)F)cc1	9.2µM*	3.2%	10.3µM*
12	Cc1ccc(CNS(=O)(=O)c2cc(C(=O)Nc3ccc(C(C)C)cc3)ccc2F)cc1	-9.2%	2.6%	-1.4%
13	O=C1OC(C(=O)O)Cc2ccccc21 (configuration not stated)	3.8%	0.0%	-19.2%
14	CC(C)CCN1CCN(CCCn2cccn2)CC1CCO (configuration not stated)	20.1%	2.7%	-0.3%
15	NC(=O)COc1ccc(-c2noc(COc3ccc(Cl)cc3)n2)cc1	-12.8%	-2.1%	-13.3%
16	O=S(=O)(NCC(c1ccco1)N1CCN(c2ccccc2F)CC1)c1ccccc1 (configuration not stated)	u	-2.6%	0.4%
17	CCCCN(C(=O)Cc1ccc(S(=O)(=O)N2CCOCC2)s1)c1ccccc1	20.6µM*	-14.6%[0.505 µM]	u
18	N#C/C(=C\c1ccncc1)c1nc2ccccc2o1	-29.3%	8.4%	4.4%
19	COc1ccccc1NC(=O)c1cc(S(=O)(=O)N2CCCCCC2)ccc1F	u	2.4%	u
20	CCOC(=O)Cc1csc(SC(C)C(=O)Nc2ccc(NC(C)=O)cc2)n1 (configuration not stated)	-27.6%	3.9%	-2.5%
21	Cc1cccn2c(/C=N/OCc3ccc(F)cc3)c(-c3ccc(Cl)cc3)nc12	u	1.0%	u
22	CSC1=C(C#N)C2(CCCCC2)C(C(=O)Nc2ccccc2)=C(C)N1	6.1%	x	2.5%
23	Nc1nonc1-c1noc(N2CCOCC2)n1	-10.5%	4.4%	-16.1%
24	NC(=O)NC(=O)C(c1ccccc1)N1CCN(S(=O)(=O)c2ccc(Br)s2)CC1 (configuration not stated)	u	2.7%	u
25	Cc1ccc(S(=O)(=O)Nc2ccc3nc(N)sc3c2)cc1	11.6µM*	3.8%	13µM*
26	S=C(NC1CC1)N1CCc2ccccc2C1	u	-2.6%	u
27	Cc1ccc(/C=N/c2sc3c(c2C#N)CCC3)s1	-25.1%	3.2%	-0.5%
28	O=C(Nc1ccc(S(=O)(=O)Nc2ccccn2)cc1)c1cccc(Br)c1	1.9%	1.8%	3.0%
29	CN(C)C(=S)NC1(C)CCS(=O)(=O)C1 (configuration not stated)	-18.8%	-4.9%	25.1%
30	Cc1cccc(-c2nc(Cn3c(SCc4cccc(C(F)(F)F)c4)nc4ccncc43)c(C)o2)c1	u	5.1%	14.6µM*
31	Cc1cccc(NC(=O)COc2ccc(/C=C\c3[nH]c(=O)[nH]c(=O)c3[N+](=O)[O-])cc2)c1	-25.7%	0.0%	10.2%
32	Cc1ccc2nc(C)cc(N3CCOCC3)c2c1	-5.4%	3.1%	-0.8%
33	CC(Cl)C(=O)NNC(=O)CNS(=O)(=O)c1ccccc1 (configuration not stated)	-11.4%	5.6%	u
34	COc1ccc(OC)c(S(=O)(=O)NCCCN2CCCC2=O)c1	27.9%	3.6%[56.1 µM]	-3.7%
35	Cc1ccc(-c2nc3c(Cl)cc(C(F)(F)F)cn3c2Cc2ccccc2C(F)(F)F)cc1	-23.1%	x	1.2%
36	Cc1cccc(C)c1NC(=O)C(c1ccncc1)n1c(=O)c(-c2ccco2)nc2ccccc21 (configuration not stated)	u	x	-29.0%
37	CCOC(=O)N1CCC(NS(=O)(=O)c2ccc(NC(C)=O)c(Cl)c2)CC1	8.2µM*	0.0%	23.1µM*
38	COc1cc(NC(=O)c2nnn(CC(=O)Nc3cc(C)ccc3C)c2N)cc(OC)c1	-4.4%	4.2%	0.0%
39	COc1ccc(Cl)cc1S(=O)(=O)N1CCCC(C(=O)N2CCCC2)C1 (configuration not stated)	3.3%	1.1%	u
40	Cc1ccccc1N1CCN(C(=O)CCN2C(=O)c3ccccc3C2=O)CC1	-26.2%	7.9%	-15.4%
41	COc1ccc(C(=O)Nc2ccc(NC(=O)c3ccco3)cc2)cc1	-15.5%	-5.8%	-10.0%
42	O=C(NCC1CCCO1)/C(=C/c1ccc(Cl)cc1)NC(=O)c1ccccc1 (configuration not stated)	-11.4%	-2.6%	-17.3%
43	O=C(Nc1ccc(Br)cc1)c1cc2nc(-c3ccccc3)cc(-c3ccccc3)n2n1	u	1.0%[2.28 µM]	u
44	CCOc1ccc(S(=O)(=O)N(CC)CC(=O)NC2CCS(=O)(=O)C2)cc1 (configuration not stated)	6.7%	1.2%	0.2%
45	CCn1c(-c2ccc[nH]c2=O)nc2ccccc21	8.9%	x	0.0%
46	CC(C)C[C@H](NC(=O)OC(C)(C)C)C(=O)N1CCC(C(=O)N[C@@H](Cc2ccccc2)C(=O)O)CC1	-7.0%	0.0%	4.6%
47	COc1cccc(-n2c(C)nn(CCOc3ccccc3)c2=O)c1	-19.5%	2.6%	10.9%
48	O=C(CCN1CCN(c2ccccc2F)CC1)Nc1ccc(F)cc1	u	x	-28.6%

From entry 44 to 47, as listed above:
item	canonical_smiles	DT40 TDP1 no CPT	TDP1 block	TDP1 cell CPT
44	CCOc1ccc(S(=O)(=O)N(CC)CC(=O)NC2CCS(=O)(=O)C2)cc1 (configuration not stated)	6.7%	1.2%	0.2%
45	CCn1c(-c2ccc[nH]c2=O)nc2ccccc21	8.9%	x	0.0%
46	CC(C)C[C@H](NC(=O)OC(C)(C)C)C(=O)N1CCC(C(=O)N[C@@H](Cc2ccccc2)C(=O)O)CC1	-7.0%	0.0%	4.6%
47	COc1cccc(-n2c(C)nn(CCOc3ccccc3)c2=O)c1	-19.5%	2.6%	10.9%

The list goes on:
item	canonical_smiles	DT40 TDP1 no CPT	TDP1 block	TDP1 cell CPT
49	CSCCC(NC(=O)c1ccccc1)C(=O)N1CCCCCCC1 (configuration not stated)	-4.6%	2.0%	6.0%
50	O=C(Nc1ccn(CCCNCc2ccc3[nH]ccc3c2)c(=O)n1)OCc1ccccc1	u	x	u
51	Cc1ccnc(NS(=O)(=O)c2ccc(NC(=O)CN3C(=O)c4ccccc4S3(=O)=O)cc2)n1	-0.4%	-2.7%[0.505 µM]	1.5%
52	O=[N+]([O-])c1ccc(Cl)c(C[n+]2cccc3ccccc32)c1	18.4µM*	x	20.6µM*
53	COc1ccc(CCN2C(=O)c3ccccc3C2c2nnnn2-c2ccc3c(c2)OCCO3)cc1OC (configuration not stated)	u	x	-18.1%
54	COc1ccc(N/C(N)=N/c2nc(C)cc(C)n2)c(OC)c1	11.6µM*	0.0%	25.9µM*
55	CN(C)CCN(C)c1cc2c(c3c1ccn3C)C1CCC2O1 (configuration not stated)	u	x	u
56	COc1cc(-c2nnc(SC(C)C(=O)Nc3c(C)n(C)n(-c4ccccc4)c3=O)o2)cc(OC)c1OC (configuration not stated)	0.0%	0.0%	-12.2%
57	CC(C)NS(=O)(=O)c1ccc(NC(=O)C(C)OC(=O)CCCOc2ccccc2)cc1 (configuration not stated)	u	-0.1%	-23.9%
58	CCN(CC)CCNc1nc(-c2cccs2)c(CC(=O)O)s1	u	x	-5.4%
59	Nn1c(SCC(=O)NC2CCCCCC2)nnc1-c1ccco1	-2.1%	x	-20.1%
60	O=C(CCCn1c(=O)[nH]c2cc(Cl)ccc2c1=O)NC1CCCCCCC1	-25.5%	6.8%	-26.9%
61	CC(C)(C)C1CCSC2=NCCC[C@]2(c2ccccc2)C1 (some centres not stated)	18.4µM*	x	u
62	O=C(Cn1nc(-c2ccccc2F)ccc1=O)NCc1ccc2c(c1)OCO2	-19.6%	0.0%	0.1%
63	O=C1NN=C2CCCCCC12 (configuration not stated)	u	x	-8.3%
64	O=C(NCC(c1ccc2c(c1)OCO2)N1CCN(c2ccccc2)CC1)c1ccccc1F (configuration not stated)	11.6µM*	7.0%	7.31µM*
65	O=C(c1ccc(-c2cccc([N+](=O)[O-])c2)o1)N1CCN(c2ccc([N+](=O)[O-])cc2)CC1	4.11µM*	-0.2%	6.51µM*
66	O=C(Nc1ccc(C(=O)N2CCOCC2)cc1)Nc1cccc(Cl)c1	u	0.0%	u
67	CC(NC(=O)Cc1ccccc1)c1ccccc1 (configuration not stated)	1.4%	1.5%	3.4%
68	CCCCOC(=O)Nc1cc(OC)c(Cl)cc1OC	8.8%	-5.8%	-3.9%
69	CCN1CCN(c2cc(C)c3cc(NC(=S)N4CCC5(CC4)OCCO5)ccc3n2)CC1	-13.0%	5.7%	-6.0%
70	O=C(CC(=O)NCc1cccnc1)NCc1cccnc1	-9.4%	0.0%	7.9%
71	Cc1nn(C)c2c1c(C(F)(F)F)cc(=O)n2C(C)C(=O)NCCC(C)C (configuration not stated)	u	-3.2%	16.4µM*
72	O=C(NCC1CCCO1)c1cc2c(s1)CCCC2 (configuration not stated)	6.3%	-2.7%	-4.2%
73	COc1ccc(Cl)cc1C(=O)Nc1ccc(NC(C)=O)cc1	0.6%	0.0%	1.5%
74	Cc1cccc(NC(=O)CCCN2C(=O)C(c3ccccc3)Oc3cccnc32)c1C (configuration not stated)	u	0.9%	u
75	COc1ccc(COC(=O)C2=C(C)NC(=O)NC2c2cc(Br)c(O)c(OC)c2)cc1 (configuration not stated)	u	5.9%	-14.6%
76	COc1ccc(CNC(=O)c2ccc3c(c2)N(C)C(=O)CS3=O)cc1 (configuration not stated)	-22.8%	4.9%	u
77	Cc1nc2ccc(NC(=O)c3ccc(Cl)c(S(=O)(=O)N(C)c4ccccc4)c3)cc2s1	3.26µM*	8.0%	13µM*
78	Cc1ccc2ccccc2c1C(O)c1ncc(-c2ccc(C(F)(F)F)cc2)[nH]1 (configuration not stated)	u	x	u
79	CCOC(=O)c1ccc(NC(=O)c2cc3c(=O)n(C)c4ccccc4c3n2C)cc1	0.0%	1.2%	25.2%
80	CC(C)C[C@H]1CNC(=S)N1C[C@H]1CCCN1C[C@H](CC(C)C)N1C[C@H](Cc2ccc(O)cc2)N(CCc2ccccc2)C1=S	18.4µM*	x	u
81	O=C(COC(=O)c1cc2ccccc2oc1=O)Nc1cccc(Br)c1	0.3%	-0.6%	-6.9%
82	O=C(CNC(=O)c1ccccc1Br)N/N=C/c1ccco1	-8.6%	x	3.7%
83	O=C(c1ccc(Oc2cc(Cl)cc(Cl)c2)o1)N1CCCCC1	-3.2%	5.1%	-14.3%
84	O=C(COC(=O)c1ccccn1)NCc1ccccc1	-12.9%	-2.8%	-10.6%
85	CC(C)Cn1nc(C(=O)Nc2cccc(C(=O)NC3CC3)c2)c2ccccc2c1=O	18.4µM*	-2.8%[56.1 µM]	u
86	Cc1ccccc1C(=O)Nc1sc2c(c1C(=O)N1CCCCC1)CCC(C)C2 (configuration not stated)	u	x	18.4µM*
87	CC(C)c1cc(C(=O)N/N=C/C(Br)=C/c2ccccc2)n[nH]1	2.59µM*	10.6%	2.31µM*
88	Nc1nc2n(c1C(=O)c1ccccc1)CCC2	-16.4%	2.0%	-20.1%
89	CNC(=O)C1CC(=O)N(c2ccc(OCC(=O)Nc3ccccc3)cc2)C1 (configuration not stated)	-6.7%	x	12.5%
90	CCCOc1ccc(C2CC(=O)NC2=O)cc1 (configuration not stated)	-26.7%	4.9%	-48.1%

Bioassay records deposited in PubChem by National Center for Advancing Translational Sciences (NCATS).
